iPSC survival up: increases survival of single human iPS cells; survival enhancement, % at 20 µM; AID 602274; hiPSC single-cell survival, ATPlite luminescence; 100% = ROCK inhibitor wells, 0% = DMSO; 360,000 compounds, 0.044% hits; in the data active = survival enhancement above about 18%;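 also: cells exposed to compounds for 16 hours before the ATP read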
HIF-2a inh: inhibitors of HIF-2a | 786-0 RCC cells HIF-2a reporter, luciferase luminescence, overnight | inhibition, % at 18.8 µM | 360,000 compounds, 0.72% hits;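 active = inhibition of the luminescence signal of 40% or more relative to plate controls, in a single-dose primary screen at 18.75 µM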
KKLEB tox: reduces viability of KKLEB cystic fibrosis airway cells | 360,000 compounds, 0.36% hits | KKLEB CF airway cells viability, ATPlite luminescence, overnight; stronger effect = lower value; cells stimulated with P. aeruginosa culture filtrate | activity change (cytotoxicity), % at 5 µM;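 active = corrected activity change at or below -50% at 5 µM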
EBV LMP1 NFkB: inhibitors of Epstein-Barr LMP1-induced NF-kappaB reporter. LMP1-induced NF-kappaB luciferase reporter cells, luminescence. inhibition, % at 12.5 µM. 350,000 compounds, 0.69% hits. AID 504558; in the data active = inhibition above about 41%;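 also: 0% = neutral control wells and 100% = reference inhibitor control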
NR2E3 ag-1: activates human NR2E3 receptor; Q9Y5X4; CHO-S Gal4-NCOR/VP16-NR2E3 two-hybrid, luciferase; 360,000 compounds, 0.35% hits; AID 602229; inhibition of corepressor binding, % at 3.98 µM;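 active = inhibition above the mean of all tested compounds plus 3 SD, cut at about 70% in these data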;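 also: 0% = DMSO with NR2E3 transfected cells and 100% = cells lacking NR2E3 construct; higher means lower luciferase signal from less NR2E3 corepressor binding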
Target sequence (Q9Y5X4 whole entry, looked up, the tested form may be a part): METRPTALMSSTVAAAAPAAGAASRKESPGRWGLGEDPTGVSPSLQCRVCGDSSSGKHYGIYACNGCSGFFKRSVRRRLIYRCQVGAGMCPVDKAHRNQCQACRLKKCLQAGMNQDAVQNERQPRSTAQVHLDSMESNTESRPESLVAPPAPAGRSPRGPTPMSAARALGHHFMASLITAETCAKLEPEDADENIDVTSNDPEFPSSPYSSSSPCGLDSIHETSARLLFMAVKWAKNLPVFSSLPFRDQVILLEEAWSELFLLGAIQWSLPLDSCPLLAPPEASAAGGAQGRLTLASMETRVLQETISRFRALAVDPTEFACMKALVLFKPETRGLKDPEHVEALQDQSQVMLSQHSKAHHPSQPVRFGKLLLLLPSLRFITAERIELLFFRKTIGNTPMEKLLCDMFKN
Shn3 inh set2: inhibitors of Schnurri-3 3'UTR reporter in osteoblasts | 360,000 compounds, 0.52% hits | inhibition, % at 12.5 µM | Clone20 osteoblast Shn3 3'UTR firefly luciferase, 24 h | AID 588674;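 active = mean inhibition of at least 75% with every replicate also reaching 75%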;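 also: 0% = median of neutral control wells and 100% = pilot-screen positive control compound; some compounds past the cut are filed as inactive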
MITF TRPM1 inh: reduces MITF-dependent TRPM1 promoter luciferase signal | inhibition, % at 12.5 µM | 330,000 compounds, 0.83% hits | SK-MEL-5 TRPM1 promoter luciferase, 24 h | AID 488899;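 active = mean inhibition across replicates of 60% or more, whatever share of single replicates reaches that level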; also: values of inactives mirror those of a sister screen read the other way
Peg3 promoter: inhibitors of Peg3 promoter. HeLa PEG-Prom luciferase reporter, luminescence, overnight. AID 588405. inhibition, % at 20 µM. 360,000 compounds, 1.7% hits;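 active = inhibition of at least 50% at 20 µM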
CF NFkB inh: blocks PAF-induced NF-kB reporter in cystic fibrosis cells; inhibition, % at 5 µM; KKLEB NF-kB-GFP reporter, GFP fluorescence overnight; 360,000 compounds, 0.86% hits; AID 588850;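 active = at least 50% inhibition at 5 µM, scaled per plate between neutral and stimulator controls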;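 also: PAF is a Pseudomonas aeruginosa culture filtrate used as stimulus; plate controls were PAF-stimulated DMSO wells for no effect and unstimulated DMSO wells for full effect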
TRAIL sens C8: sensitizes caspase-8 expressing cells to TRAIL; NB7+C8 cells + TRAIL, ATPlite viability luminescence; inhibition (viability loss, TRAIL sensitization), % at 10 µM; 360,000 compounds, 1% hits; AID 624354;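 active = compounds causing at least 50% loss of cell viability in the single-dose screen, relative to plate controls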
NR2E3 ag-2: NR2E3 (human) agonism; GST-NR2E3/biotin-RetCOR TR-FRET, 1536-well; Q9Y5X4; inhibition of corepressor binding, % at 4.78 µM; AID 2300; 320,000 compounds, 0.12% hits;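 active = percent inhibition above the cutoff of mean plus 3 SD of all tested compounds, set per screening campaign, cut at about 20% in these data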;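 also: 0% = DMSO wells and 100% = biotin wells as full block of FRET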
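Material: NR2E3–RetCOR corepressor complex / Amount: 1.35 nM GST-NR2E3 / Medium: Tris pH 7.5 / Compound: single nominal compound dose of 4.8 µM / Incubation: 5 h at 4 °C / Technique: TR-FRET, Eu(K)-anti-GST donor, streptavidin-D2 acceptor, ex 340, em 617/671 nm / Read-out basis: percent loss of FRET ratio relative to control wells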
* hit, by the source's call; · = not tested or not shown; & = joins results of further samples.

molecule	iPSC survival up	HIF-2a inh	KKLEB tox	EBV LMP1 NFkB	NR2E3 ag-1	Shn3 inh set2	MITF TRPM1 inh	Peg3 promoter	CF NFkB inh	TRAIL sens C8	NR2E3 ag-2
CCC(=O)N1CCc2cc(Br)cc(S(=O)(=O)NCc3ccco3)c21	-3.2	6.5	-11.9	23.4	22.0	24.2	12.8	-3.8	7.8	-5.0	-1.5
C/C(=N\OCC(=O)Nc1ccc(Br)cc1)c1cccs1	0.4	-17.9	11.1	-11.8	-11.7	14.2	1.3	-17.9	-10.7	-2.0	4.6
CCCCCCSc1cc(-c2nc3ccc(Cl)cn3c2NCCCC)ccc1OC	-1.7&-3.9	6.3&2.5	4.7	7.4	-13.4&3.6	14.7	-15.6	-3.5	26.4	15.3&-4.2	0.8
O=Nc1c(O)n(Cc2ccc(Cl)c(Cl)c2)c2ccccc12	1.6	15.5	24.2	1.1	13.3	25.5	3.9	32.1	36.8	-9.8	-0.4
COc1cc(CN2CCN(S(=O)(=O)c3ccccc3)CC2)cc(OC)c1OC	0.0	-1.8	8.2	3.4	-14.1	0.2	6.4	13.8	1.8	-5.6	0.1
Cc1ccccc1NN=Nc1nc2c([nH]1)c(=O)n(C)c(=O)n2C	-2.4	1.9	5.2	-3.3	-8.9	14.5	7.9	1.7	-0.9	-7.1	1.4
COc1ccccc1CNS(=O)(=O)c1c(C)noc1C	-0.4	12.2	5.9	6.4	6.1	-6.3	-0.4	10.9	-9.8	-14.5	-0.3
COC(=O)[C@H]1C[C@H](O)CN1S(=O)(=O)c1ccc(Br)cc1F	0.8	6.5	17.6	6.2	-17.3	-12.2	-2.8	-2.0	-13.5	-12.8	·
COc1ccc(Nc2nnc(SCc3cc(=O)n4ccsc4n3)s2)cc1	-1.5	-69.9	1.3	11.3	-11.0	-7.1	-16.6	-1.8	0.7	14.5	-1.2
CCn1c(SCc2nc3ccccc3c(=O)[nH]2)nc2ccccc21	-0.1	-20.8	-5.7	-4.6	3.3	-24.9	-0.5	-12.1	13.2	-2.8	-1.2
O=C(Nc1cccc(OC(=O)c2cccnc2)c1)c1cccnc1	-0.6	-22.8	1.6	15.3	-9.1	-11.7	1.5	-14.2	-1.2	-31.5	2.2
COC(=O)c1c(NC(=O)Nc2ccc(Cl)cc2)sc(C)c1C	6.2	-11.9	8.1	-10.8	-42.0	-14.3	3.9	-3.6	-11.3	18.9	-0.7
COc1ccc(-c2nnc(SCC(=O)c3ccco3)n2-c2ccccc2)cc1	-0.1	17.5	6.5	-2.9	-17.3	-19.7	6.5	6.3	-9.5	-5.0	3.3
CC(C)Cn1c(N)c(C(=O)CSc2ncnc3sc4c(c23)CCCC4)c(=O)n(C)c1=O	-0.1	14.6	-26.2	5.5	-6.6	13.1	2.7	19.8	19.9	-5.3	0.2
O=C(NNC(=O)c1ccccn1)c1cccc([N+](=O)[O-])c1	1.0	-4.5	5.6	6.4	-27.0	2.6	5.4	7.7	-12.2	4.3	0.3
CCc1ccc(C(C)(O)C(CN2CCOCC2)c2ccccc2)cc1 (stereo not given)	1.4	20.4	-7.4	2.0	-11.7	-10.8	-1.5	15.8	7.5	6.4	-1.8
O=C1CSC(c2cccnc2)N1CC1CC1 (stereo not given)	-0.1	21.4	0.7	-1.4	-25.9	16.3	-4.8	0.1	-5.4	4.0	-1.7
C[C@@H](C(=O)O)[C@@H]1C[C@@]1(C)[C@@H](NC(=O)OCc1ccccc1)c1ccccc1	0.1	7.6	-5.1	-8.8	-7.3	-54.0	-14.1	0.0	21.6	-10.3	5.2
CCCCNC(=O)c1c(CSc2ccc(Cl)cc2)noc1C(=O)NCCC	-0.7	14.0	2.9	-0.9	15.7	-18.2	-3.7	9.7	-22.5	8.0	1.4
CCCn1c(C)cc(C(=O)CN2C(=O)c3ccccc3S2(=O)=O)c1C	-3.3	91.3*	6.3	82.2*	57.8	82.7*	·	89.4*	-0.6	57.9*	·
Cn1ncc(Cl)c1C(=O)N1CCC(Cc2ccccc2)CC1	0.1	11.9	-17.6	11.4	13.4	16.4	-0.9	1.5	22.3	-5.6	1.4
O=C(COc1cc(O)c2c(=O)cc(-c3ccccc3)oc2c1)c1ccc(F)cc1	0.8	2.5	-13.0	9.6	-14.6	-8.8	-4.2	2.5	-3.0	-3.6	0.7
COC(=O)N1C(=O)[C@@](Cc2ccccc2)(c2ccccc2)N1C(=O)OC	-2.0	6.7	-9.8	-2.6	-17.3	3.0	38.2	24.8	56.6*	6.4	2.4
Cc1ccc(/C=C/C(=O)c2ccccc2O)cc1	1.0	-89.3	5.7	2.7	-17.6	-13.5	-36.6	-208.2	-5.1	2.4	3.3
CC(Cc1ccccc1)C(=O)N[C@@H](CO)Cc1ccccc1 (stereo not given in full)	3.1	9.2	-0.2	2.9	-1.0	-8.5	-0.8	0.7	13.4	-4.9	-2.3

Brought forward from above: five compounds, followed by the next part.
molecule	iPSC survival up	HIF-2a inh	KKLEB tox	EBV LMP1 NFkB	NR2E3 ag-1	Shn3 inh set2	MITF TRPM1 inh	Peg3 promoter	CF NFkB inh	TRAIL sens C8	NR2E3 ag-2
Cn1ncc(Cl)c1C(=O)N1CCC(Cc2ccccc2)CC1	0.1	11.9	-17.6	11.4	13.4	16.4	-0.9	1.5	22.3	-5.6	1.4
O=C(COc1cc(O)c2c(=O)cc(-c3ccccc3)oc2c1)c1ccc(F)cc1	0.8	2.5	-13.0	9.6	-14.6	-8.8	-4.2	2.5	-3.0	-3.6	0.7
COC(=O)N1C(=O)[C@@](Cc2ccccc2)(c2ccccc2)N1C(=O)OC	-2.0	6.7	-9.8	-2.6	-17.3	3.0	38.2	24.8	56.6*	6.4	2.4
Cc1ccc(/C=C/C(=O)c2ccccc2O)cc1	1.0	-89.3	5.7	2.7	-17.6	-13.5	-36.6	-208.2	-5.1	2.4	3.3
CC(Cc1ccccc1)C(=O)N[C@@H](CO)Cc1ccccc1 (stereo not given in full)	3.1	9.2	-0.2	2.9	-1.0	-8.5	-0.8	0.7	13.4	-4.9	-2.3
CCN(CC)C(=O)CSc1nnc(CNc2ccc(F)cc2)n1Cc1ccco1	3.0	15.3	13.1	-2.4	-4.2	2.2	11.1	10.9	-11.9	-12.4	-0.3
N#Cc1c(N)c2ccccn2c1C(=O)c1ccc(Br)cc1	0.1	-80.7	-6.5	-6.8	-42.8	-13.4	6.9	-28.4	10.2	-0.2	0.0
N#Cc1ccccc1CSc1nc(N2CCCCC2)nc(N2CCCCC2)n1	-0.4	7.6	-12.4	-48.1	-9.5	18.2	0.8	20.7	10.3	10.8	-2.0
O=C1c2cccc3c(Cl)ccc(c23)C(=O)N1O	0.3	10.0	-3.2	-30.2	-4.2	-1.2	4.9	9.8	-30.0	-13.2	3.7
O=C1NC(c2ccc(-c3ccccc3[N+](=O)[O-])o2)C(C(=O)c2ccc(F)cc2)C(O)(C(F)(F)F)N1 (stereo not given)	-1.5	4.0	10.5	-1.7	12.2	-9.8	5.8	27.4	-6.2	0.2	0.8
CCC(=O)Nc1nnc(SCC(=O)Nc2ccc3c(c2)OCO3)s1	0.8	7.0	8.1	-3.9	-20.5	6.7	4.9	-12.7	1.0	-6.0	1.3
Cc1cc(C)cc(C(=O)NCC(=O)OCN2C(=O)c3ccccc3C2=O)c1	-0.5	-6.8	-2.5	-5.2	24.6	-6.7	1.0	51.6*	23.4	19.7	3.0
CCOC(=O)C1(C)CCN1C(=O)c1ccc(C(C)(C)C)cc1 (stereo not given)	-2.2	-26.1	-2.9	·	33.7	1.5	·	-46.0	-8.0	3.3	·
O=C(c1ccccc1)c1nc2c(n1O)CCCCC2	-0.2	-114.2	-3.5	-15.9	-22.3	-12.4	-4.1	-85.0	-6.5	-8.0	-0.7
Cc1c(CN2CCC(CO)(CCOc3ccccc3)CC2)[nH]c2c(Cl)cccc12	0.2	5.7	-14.2	-37.8	-14.6	-49.6	6.2	99.3*	24.2	5.0	3.3
CCNC(=O)COC(=O)/C=C/c1ccccc1[N+](=O)[O-]	-0.7	16.9	-1.8	2.3	-7.1	-5.5	4.8	3.8	2.7	0.6	0.2
CCCN(CCC)C1=N/C(=C\c2ccco2)C(=O)N1c1ccccc1	2.0	15.1	-1.7	1.8	3.6	4.6	0.4	-1.3	-0.1	10.8	2.5
Cn1c(=O)cc(SCC(=O)NCc2ccco2)c2ccccc21	1.8	-6.9	2.3	3.1	-5.7	4.4	-2.4	5.9	-8.9	-26.9	2.3
Cc1ccc(/C=C/S(=O)(=O)Nc2ccc(C)cc2)cc1	-1.5	-1.7	8.9	-0.4	7.3	2.4	14.5	-9.3	-16.1	-6.2	0.7
COC(=O)[C@]1(C)N[C@H](CN(C)C(=O)NC(C)C)[C@@H]2C(=O)N(C)C(=O)[C@@H]21	13.9	13.6	13.4	8.3	-10.3	-9.4	-4.6	2.5	-4.4	-9.6	·

Screens as filed in PubChem.

An excerpt (hit frequency here may not be typical).
